Screening results: PubChem, several laboratories
CRFR2-BP antag = antagonists of CRF-BP/CRF-R2 complex, primary screen, cell-based, HEK293, calcium dye fluorescence, uHTS. CRF-induced calcium fluorescence. inhibition, % at 11.8 µM. 350,000 compounds, 0.59% hits. AID 588475, 2011;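 active means inhibition of the ligand-induced calcium signal above about 50% at the single tested concentration, limit read from the data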
M5 ag = human M5 muscarinic receptor agonists, primary screen, CHO-K1 cells, Fluo-8 calcium fluorescence; Muscarinic acetylcholine receptor M5 (Homo sapiens), P08912; CHO-K1 hM5 cells; 0% DMSO wells, 100% maximal acetylcholine response; activation, % at 3 µM; 360,000 compounds, 0.19% hits;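 active means activation above the run's mean over test compounds plus 3 SD, cut at about 23% in these data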;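 further: signal is peak over basal fluorescence ratio across the kinetic read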
TAAR1 antagonist = human TAAR1 antagonists, primary screen, Fluo-8 calcium fluorescence, CHO RD-HGA16 cells; Trace amine-associated receptor 1 (Homo sapiens), Q96RJ0; antagonist; inhibition, % at 3 µM; 360,000 compounds, 1.5% hits; AID 624466, 2012;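 active means inhibition above a per-plate cutoff, the mean inhibition of test compounds on that plate plus 3 SD, cut at about 49% in these data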;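 further: 0% = DMSO plus EC80 beta-PEA response and 100% = DMSO alone without agonist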
Target sequence (Q96RJ0 whole entry, looked up): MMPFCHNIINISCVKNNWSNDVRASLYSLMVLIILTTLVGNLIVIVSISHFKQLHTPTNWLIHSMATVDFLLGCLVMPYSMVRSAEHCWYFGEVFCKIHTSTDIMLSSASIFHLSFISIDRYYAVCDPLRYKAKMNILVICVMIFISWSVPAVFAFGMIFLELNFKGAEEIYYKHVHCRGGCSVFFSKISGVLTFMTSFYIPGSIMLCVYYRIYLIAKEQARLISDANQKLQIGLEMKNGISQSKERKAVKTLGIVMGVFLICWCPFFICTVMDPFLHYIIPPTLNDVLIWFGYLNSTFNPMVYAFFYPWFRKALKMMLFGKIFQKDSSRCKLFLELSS
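Material: CHO RD-HGA16 cells bearing hTAAR1; compound dosing: one-point dosing, 3 µM nominal final; schedule: dye loading 75 min at 37 °C, then 30 min room temperature; measured by: calcium fluorescence with Fluo-8; control set: vehicle and agonist controls; replication: n of 1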
CHO-K1 Ca PAM = nonselective calcium activators in parental CHO-K1 cells, primary screen, counter-screen for M1 PAM project, cell-based, Fluo-8 calcium fluorescence, full deck, 1536-well | activation, % at 3 µM | 360,000 compounds, 0.02% hits | ATP EC20; 0% at ATP EC20, 100% at ATP max;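 active means activation above the run cutoff, the mean activation of all test compounds plus 3 SD, cut at about 40% in these data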;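 further: peak over basal fluorescence ratio in a 140 s read after ATP addition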
CHRM4 PAM = human M4 muscarinic receptor positive allosteric modulators, primary screen, CHO-K1 cells, Fluo-8 calcium fluorescence. activation, % at 3 µM. 360,000 compounds, 0.4% hits. Muscarinic acetylcholine receptor M4 (Homo sapiens), P08173. CHO-K1 hM4/Gqi5, ACh EC20; 0% = ACh EC20, 100% = maximal ACh;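 active means activation above its plate's cutoff, the mean activation of sample wells plus 3 SD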; further: some results filed as inactive read as strong as hits
Target sequence (P08173 whole entry, looked up): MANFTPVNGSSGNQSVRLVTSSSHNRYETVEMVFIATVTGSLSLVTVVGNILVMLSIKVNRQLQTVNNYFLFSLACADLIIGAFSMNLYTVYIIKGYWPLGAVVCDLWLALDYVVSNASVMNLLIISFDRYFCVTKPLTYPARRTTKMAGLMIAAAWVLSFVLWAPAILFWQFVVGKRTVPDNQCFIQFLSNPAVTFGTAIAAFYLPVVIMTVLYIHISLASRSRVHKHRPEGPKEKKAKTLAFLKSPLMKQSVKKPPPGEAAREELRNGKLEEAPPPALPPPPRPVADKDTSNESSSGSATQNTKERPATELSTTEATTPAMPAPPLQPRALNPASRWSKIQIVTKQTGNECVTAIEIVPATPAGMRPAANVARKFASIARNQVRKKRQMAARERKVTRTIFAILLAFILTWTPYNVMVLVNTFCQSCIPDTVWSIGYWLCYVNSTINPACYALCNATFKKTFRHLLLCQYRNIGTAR
CRFR2-BP ag = agonists of CRF-BP/CRF-R2 complex, primary screen, cell-based, HEK293, calcium dye fluorescence, uHTS; CRF-binding protein / CRF receptor 2 complex (human); calcium dye fluorescence (FLIPR); percent of saturating CRF peptide response; activation, % at 13.2 µM; 350,000 compounds, 0.46% hits; AID 588473, 2011;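 active means activation of at least 50%, plus an integration ratio under a set limit after plate pattern correction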;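 further: plate controls were neutral control wells without compound for no effect and CRF at EC100 for full effect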
M5 antag = human M5 muscarinic receptor antagonists, primary screen, CHO cells, Fluo-8 calcium fluorescence; CHO-hM5 cells, ACh EC80; Muscarinic acetylcholine receptor M5 (Homo sapiens), P08912; 360,000 compounds, 0.59% hits; inhibition, % at 3 µM; AID 624040, 2012;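 active means inhibition above a per-plate cutoff, the mean of that plate's test compounds plus 3 SD, cut at about 27% in these data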;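 further: 0% = acetylcholine EC80 with DMSO and 100% = DMSO without agonist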
CHRM5 PAM = human M5 muscarinic receptor positive allosteric modulators, primary screen, CHO-K1 cells, Fluo-8 calcium fluorescence; CHO-K1 hM5, ACh EC20 PAM; 0% = ACh EC20, 100% = ACh EC100; 360,000 compounds, 0.3% hits; Muscarinic acetylcholine receptor M5 (Homo sapiens), P08912; AID 624038, 2012; activation, % at 3 µM;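 active means activation above the run cutoff, the mean activation of all test compounds plus 3 SD, cut at about 18% in these data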
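Assay system: CHO-K1 hM5 cells / Incubation: Fluo-8 loading 80 min at 37 °C plus 30 min room temperature / Technique: Fluo-8 calcium dye fluorescence, kinetic read / Repeats: single replicate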
TAAR1 agonist = human TAAR1 agonists, primary screen, Fluo-8 calcium fluorescence, CHO RD-HGA16 cells; Trace amine-associated receptor 1 (Homo sapiens), Q96RJ0; vehicle wells 0%, saturating PEA agonist 100%; activation, % at 3 µM; 360,000 compounds, 0.99% hits; AID 624467, 2012;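 active means activation above the mean activation of all test compounds in the run plus 3 SD, cut at about 38% in these data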
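System: CHO RD-HGA16 cells carrying human TAAR1 plus Gα16; Incubation: 17-24 h seeding, 75 min 37 °C dye, 30 min RT; Measured by: Fluo-8 fluorescence, 5 s baseline then 140 s kinetic read; Control set: DMSO and PEA EC100; Replication: single well for each compound.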
* marks the source's active call; other numbers are inactive results; / = not tested or not shown.

Order of results – CRFR2-BP antag	M5 ag	TAAR1 antagonist	CHO-K1 Ca PAM	CHRM4 PAM	CRFR2-BP ag	M5 antag	CHRM5 PAM	TAAR1 agonist
- CC(C)CC1NC(=O)N(Cc2nc3ccccc3s2)C1=O (stereo unspecified)
  -11	-2	-8	26	11	1.5	2	7	3
- CN(Cc1ccccc1)C(=O)c1ccc(NC(=O)Cc2cccc(NC(=O)C3CCN(C(=O)C4CCCCC4)CC3)c2)cc1
  12	0	17	20	11	-0.7	12	2	-1
- CCN1/C(=C2/SC(=S)N(NC(C)=O)C2=O)Sc2ccccc21
  -1	0	1	24	5	-1.9	-6	4	0
- CC(Oc1ccccc1)C(=O)N1CCN(C(=O)C(C)Oc2ccccc2)CC1 (stereo unspecified)
  0	-3	3	4	2	-0.8	-9	5	0
- CCN(CC)c1ccc(NC(=O)c2ccco2)c(C)c1
  -8	-2	4	11	8	1.0	-14	2	19
- O=C(CCC(=O)c1ccc(F)cc1)Nc1cc(Cl)cc(Cl)c1
  -2	-3	24	6	0	8.1	-1	-5	7
- Cc1ccc(NC(=S)NC(=O)/C=C/c2ccc(Cl)cc2)cc1
  -17	-1	5	27	4	-0.2	-1	1	2
- COc1cccc(-c2nc(CSCC(=O)NCC3CCCO3)c(C)o2)c1 (stereo unspecified)
  -1	-1	-1	9	-1	0.0	-2	-2	4
- COc1ccc(-c2cc(=O)n(-c3nc4ccccc4[nH]3)[nH]2)cc1
  45	2	-8	1	2	-1.2	-2	-2	8
- CCOC(=O)c1ccc(N2C(=O)CC(N3CCOCC3)C2=O)cc1 (stereo unspecified)
  -13	-3	-19	20	4	-0.6	2	5	8
- CCN(CC)CCOC(=O)c1ccc2c(c1)OCCO2
  -4	-4	-15	10	6	0.2	-4	3	6
- ClC(Cl)(c1nnnn1-c1ccccc1)c1nnnn1-c1ccccc1
  -31	8	38	30	-13	32	8	3	58*
- Cc1cc(NC(=O)CCC(=O)N(Cc2cccs2)C(C(=O)NC2CCCC2)c2ccccc2)no1 (stereo unspecified)
  -13	1	11	11	-7	-2.5	7	-9	10
- CCC(=O)N1CCc2cc(S(=O)(=O)NC(C(=O)NC(C)c3ccccc3)C(C)C)ccc21 (stereo unspecified)
  -19	-4	-1	2	2	-3.4	9	-4	9
- COCCNC(=O)Cc1c(C)c2cc3c(cc2oc1=O)OC(C)(C)CC3
  -4	-1	9	7	-5	0.8	14	-3	-1
- O=C(/C=C/c1c(F)cccc1Cl)Nc1ncccn1
  11	-2	-2	2	6	-0.8	4	-4	0
- COc1ccc(N2CCN(C(=O)CCN3C(=S)NC(C)(C)CC3C)CC2)cc1 (stereo unspecified)
  0	-1	-21	21	10	2.7	4	8	1
- CC(=O)c1ccc(NC(=S)NNC(=O)c2ccncc2)cc1
  -10	-2	1	-3	4	-2.5	1	5	-1
- CCCc1nc2oc3c(=O)[nH]cnc3c2c2c1COC(C)(C)C2
  -18	0	-9	9	6	-0.4	9	3	2
- COC(=O)c1sc(NC(=O)c2cccc([N+](=O)[O-])c2)c(C(N)=O)c1C
  -6	-1	16	12	11	-3.9	-4	3	0
- Cc1cc(C)nc(NC(=O)c2c(-c3c(Cl)cccc3Cl)noc2C)n1
  17	0	-4	13	13	0.5	4	2	-1
- COc1ccc(-c2oc3ncnc(N)c3c2-c2ccccc2)cc1
  -9	-2	-13	-5	6	0.5	3	-1	8
- O=C(CCCCC(=O)Nc1c(I)cc(I)c(C(=O)O)c1I)Nc1c(I)cc(I)c(C(=O)O)c1I
  -15	0	6	13	0	0.8	-1	1	1
- Cc1cc(C)c2c(CN(C)Cc3ccccc3)cc(=O)oc2c1
  /	-1	8	1	-4	/	-8	-6	-3
- COCCCN1C2=C(C(=O)CC(C)(C)C2)C(c2ccc(OC)c(OC)c2)C2=C1CC(C)(C)CC2=O
  0	1	-16	-14	5	-1.9	4	4	0
- COc1ccc(C(=O)N2CCC(n3c(C)nc4cc(F)ccc43)CC2)cc1OC
  -34	2	-10	4	-6	-2.1	-2	3	4
- COCCNC(=O)CN1C(=O)NC2(CCCCCC2)C1=O
  5	4	-7	20	-3	-1.6	7	3	4
- O=C(COc1ccc(Cl)cc1Cl)N/N=C1\CCCc2ccccc21
  -23	-7	-18	-1	2	1.2	-1	16	8
- Clc1cccc(-c2csc(Nc3cccnc3)n2)c1
  -12	-2	-4	13	-3	0.4	-2	-2	-1
- O=C(c1ccc(N2CCCCC2)c([N+](=O)[O-])c1)N1CCN(c2ccccn2)CC1
  11	-2	15	11	-13	-1.6	3	-6	-2
- COc1ccc(N2CC(C(=O)N3CCN(c4ccccc4F)CC3)CC2=O)cc1 (stereo unspecified)
  1	-1	-6	-18	-1	-0.4	-9	3	2
- CC(CN1CCN(C/C=C/c2ccccc2)CC1)c1ccccc1 (stereo unspecified)
  13	-17	3	7	-2	-1.9	4	-16	-1
- O=C1CCN(Cc2ccccc2)N1
  -5	-3	-22	12	2	-0.2	0	1	1
- CC(OC(=O)c1cc(S(=O)(=O)N2CCOCC2)ccc1F)C(=O)NCc1ccc2c(c1)OCO2 (stereo unspecified)
  1	3	-41	13	4	0.0	4	-2	2
- Nc1ccc(C(=O)Nc2cccc(N)c2)cc1
  -8	-2	-11	0	3	-0.7	3	0	1
- Cc1ccc(C)c(-n2nnnc2SCC(=O)NCC2CCCO2)c1 (stereo unspecified)
  2	3	13	0	2	0.4	-1	-3	8
- CC(Oc1ccc(Cl)cc1Cl)C(=O)OCn1nnc2ccccc2c1=O (stereo unspecified)
  24	-2	6	9	6	1.4	5	2	2
- COc1cc(Cl)c(C)cc1NC(=O)c1cc(S(=O)(=O)N(C)C)ccc1N1CCCC1
  -8	-1	-15	0	1	-2.7	-2	1	0
- CC(=O)Cn1ncc(Br)c(Br)c1=O
  3	-3	-1	20	6	0.2	6	13	1
- CCC(C)(C)NC(=O)C(c1ccc(F)cc1)N(Cc1cccs1)C(=O)c1cnccn1 (stereo unspecified)
  -3	3	-9	-17	4	-1.1	-1	3	1

Entries listed so far containing a nitro group on carbon, in the order listed:
Order of results – CRFR2-BP antag	M5 ag	TAAR1 antagonist	CHO-K1 Ca PAM	CHRM4 PAM	CRFR2-BP ag	M5 antag	CHRM5 PAM	TAAR1 agonist
- COC(=O)c1sc(NC(=O)c2cccc([N+](=O)[O-])c2)c(C(N)=O)c1C
  -6	-1	16	12	11	-3.9	-4	3	0
- O=C(c1ccc(N2CCCCC2)c([N+](=O)[O-])c1)N1CCN(c2ccccn2)CC1
  11	-2	15	11	-13	-1.6	3	-6	-2

Single records, as listed above.
Profile of COc1ccc(-c2oc3ncnc(N)c3c2-c2ccccc2)cc1 : CRFR2-BP antag = -9; M5 ag = -2; TAAR1 antagonist = -13; CHO-K1 Ca PAM = -5; CHRM4 PAM = 6; CRFR2-BP ag = 0.5; M5 antag = 3; CHRM5 PAM = -1; TAAR1 agonist = 8
Profile of Nc1ccc(C(=O)Nc2cccc(N)c2)cc1 : CRFR2-BP antag = -8; M5 ag = -2; TAAR1 antagonist = -11; CHO-K1 Ca PAM = 0; CHRM4 PAM = 3; CRFR2-BP ag = -0.7; M5 antag = 3; CHRM5 PAM = 0; TAAR1 agonist = 1

Continued:
Order of results – CRFR2-BP antag	M5 ag	TAAR1 antagonist	CHO-K1 Ca PAM	CHRM4 PAM	CRFR2-BP ag	M5 antag	CHRM5 PAM	TAAR1 agonist
- CN(CC(=O)NCCC1=CCCCC1)S(=O)(=O)c1ccc2c(c1)CCC(=O)N2
  -5	2	3	-8	1	-0.2	2	-8	5
- O=C(COC(=O)/C=C/c1ccc(OC(F)F)cc1)Nc1ccc2[nH]c(=O)[nH]c2c1
  -9	0	-20	-1	7	5.8	6	-1	1
- CCOc1ccc(C(=O)OCC(=O)NCc2ccco2)cc1OCC
  6	1	12	15	4	0.8	-4	0	2
- O=C(O)c1c[nH]c2ccc(S(=O)(=O)N3CCN(c4ccc(F)cc4)CC3)cc2c1=O
  9	3	-11	1	2	-3.0	-3	4	3
- COc1ccc(/C=N/NC(=O)c2ccc(COCC(F)(F)C(F)F)cc2)cc1
  6	-1	10	22	-3	-1.2	6	-2	0
- O=C(Nc1cccc2ncccc12)c1ccc2c(c1)OCCO2
  13	-3	-11	18	10	57*	-1	-3	5
- CC1(C)C(=O)Nc2ccccc2N1C(=O)COC(=O)Cn1cnc2ccccc2c1=O
  -14	-1	12	12	2	0.3	4	-1	9
- CCn1c(SC)nnc1-c1ccc(S(=O)(=O)N2CCCCC2)cc1
  9	-3	-27	-9	-8	-0.2	14	-5	7
- O=C(CCNC(=O)c1ccc(Cl)cc1)NN1C(=O)NC2(CCCCC2)C1=O
  1	2	-3	-5	-4	-0.5	8	2	1
- COCC(=O)N1CCC(n2nccc2NC(=O)CCOc2ccccc2)CC1
  5	-4	-13	-10	-2	-0.5	22	-11	2
- COc1ccccc1C(=O)N1CCNC(=O)C1CC(=O)Nc1ccc(Cl)cc1 (stereo unspecified)
  5	-1	2	4	4	1.7	-3	-4	11
- Cc1ccc(-c2cc(C(=O)N3CCCCC3)c3ccccc3n2)cc1C
  -21	2	44	36	-6	-0.2	3	-3	7
- CC(=O)O[C@H]1CC[C@@]2(C)C(CCC3C2CC[C@]2(C)OC(=O)CCC32)C1 (stereo partly specified)
  -21	-3	-7	11	-6	0.2	-3	0	5
- COC(=O)C(Cc1ccc(OC(=O)c2ccccc2C)cc1)N1Cc2ccccc2C1=O (stereo unspecified)
  -5	-4	52*	6	-14	2.5	14	-7	15
